# Source: PubChem BioAssay
# NTR1 agonist: NTR1-driven beta-arrestin-GFP spot formation – imaging, U2OS cells, high content, primary screen (AID 493036) | agonist mode | activation, % at 20 µM | 330,000 tested, 0.17% active;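 active = activation at or above 40% of the spot to cytoplasm intensity ratio, with at least 20 cells analyzed; inconclusive = wells under 20 cells, flagged as cytotoxic or low count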;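 note: 0% = DMSO without peptide and 100% = 100 nM NTR1 peptide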
# Target sequence (P30989 whole entry, looked up): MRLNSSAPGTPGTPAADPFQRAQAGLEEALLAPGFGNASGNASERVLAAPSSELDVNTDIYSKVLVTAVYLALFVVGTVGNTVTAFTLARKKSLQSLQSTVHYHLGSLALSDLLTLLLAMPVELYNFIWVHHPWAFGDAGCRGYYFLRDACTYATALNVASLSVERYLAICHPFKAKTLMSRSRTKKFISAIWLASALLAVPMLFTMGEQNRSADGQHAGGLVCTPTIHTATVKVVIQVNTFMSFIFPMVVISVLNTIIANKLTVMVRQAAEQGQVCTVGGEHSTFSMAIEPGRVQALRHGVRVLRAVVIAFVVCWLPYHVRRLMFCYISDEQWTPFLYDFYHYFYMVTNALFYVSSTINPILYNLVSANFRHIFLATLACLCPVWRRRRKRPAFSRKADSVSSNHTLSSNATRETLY
# Yfh1-depleted yeast: mitochondrial function rescue without frataxin homolog – Friedreich's ataxia, plus single-dose screen, dose response (AID 1465); S. cerevisiae Yfh1-off respiration, WST-1 reduction, 72 h; higher fold induction means a stronger effect; fold induction at 50 µM, or EC50 in µM where a hit was titrated; 220,000 tested, 0.074% active;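 active = fold induction of absorbance versus untreated yeast above a set limit, then at least 30% activation at any dose in follow-up; inconclusive = repeats straddling the limit, or above it without dose testing; inactive = fold induction below the set limit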;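 note: activators that raise dye reduction in frataxin-depleted yeast; strong numbers were not always called active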
# NS5 inhibitors: flavivirus cap methylation enzyme inhibition – biochemical, confirmation dose response, primary screen (AID 588689); Dengue-2 NS5 methyltransferase capping enzyme assay, biochemical; higher % means a stronger effect; one-dose inhibition, % at 25 µM; IC50 in µM for titrated hits; 340,000 tested, 0.3% active; in the data active = a potency from the dose series; inconclusive = inhibition above about 29% without an active follow-up result
# GPR55 LPI antagonism: GPR55 antagonists blocking LPI-driven arrestin recruitment, primary screen, imaging, U2OS, beta-arrestin-GFP, LPI agonist (AID 2013); U2OS GPR55 beta-arrestin-GFP translocation imaging, LPI antagonism; higher % means a stronger effect; inhibition, % at 10 µM; hits with a dose series show IC50 in µM; 290,000 tested, 0.13% active;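 active = spots per cell inhibited over 60%, with over 100 cells counted and total cytoplasm intensity under 500,000; inconclusive = wells with under 100 cells, flagged as likely toxic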;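 note: U2OS cells stably carrying GPR55 and arrestin-GFP stimulated by 5 µM LPI near EC80; imaged beta-arrestin-GFP aggregate spots per cell after agonist stimulation; plate controls were LPI-stimulated DMSO wells for no effect and DMSO wells without LPI for full effect; some results filed as inactive read as strong as hits; confirmed hits need IC50 under 10 µM and bright autofluorescent wells are also inconclusive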
# GPR35 antagonists: inhibition of zaprinast-stimulated GPR35 beta-arrestin translocation – imaging, U2OS, beta-arrestin-GFP, zaprinast agonist, primary screen (AID 2058); U2OS GPR35 beta-arrestin-GFP translocation imaging, zaprinast antagonism; higher % means a stronger effect; 290,000 tested, 0.052% active; inhibition, % at 10 µM, or IC50 in µM where a hit was titrated;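 active = inhibition of at least 50% with at least 30 cells and total cytoplasm GFP at most 10,000,000; inconclusive = under 30 cells or total GFP of 10,000,000 plus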
# AID2073: disruptors of CaV2.2 binding to Mint1 – biochemical, HTRF (AID 2073); HTRF protein-protein interaction, Mint1-CaV2.2; higher % means a stronger effect; inhibition, % at 20 µM, or IC50 in µM where a hit was titrated; 290,000 tested, 0.19% active; in the data active = inhibition mostly above about 51%, no sharp cut-off; inconclusive = no clear call, values can overlap the other calls; inactive = mostly below about 53%; note: some results filed as inactive read as strong as hits
# GPR55 beta-arrestin: selective activators of receptor GPR55 – imaging, U2OS cells, beta-arrestin-GFP redistribution, primary screen (AID 1961). U2OS GPR55 beta-arrestin-GFP redistribution imaging; higher % means a stronger effect. one-dose activation, % at 10 µM; EC50 in µM for titrated hits. 290,000 tested, 0.048% active;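 active = activation above 40% with more than 50 cells counted in the well; inconclusive = wells holding fewer than 50 cells, flagged as toxic or sparse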;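 note: U2OS osteosarcoma cells stably expressing GPR55 and beta-arrestin-GFP; plate controls were DMSO negative control for no effect and LPI positive control for full effect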
# SV40 large T antigen: TAg ATPase/helicase activity blockers – biochemical (AID 1903); 310,000 tested, 0.39% active; SV40 large T antigen ATPase/helicase inhibition assay; higher % means a stronger effect; inhibition, % at 20 µM; hits with a dose series show IC50 in µM; in the data active = a potency from the dose series; inconclusive = inhibition mostly from about 32% at the one dose, without a potency; inactive = the rest, 99 in 100 with inhibition below about 32%; note: strong numbers were not always called active
# MgcRacGAP inhibition: MgcRacGAP GTPase-activating activity inhibitors, confirmation, biochemical, ADP Hunter fluorescence. MgcRacGAP-stimulated Rac1 GTP hydrolysis, ADP Hunter fluorescence; higher % means a stronger effect; GST-tagged Rac1 F28L mutant substrate. one-dose inhibition, % at 30 µM; IC50 in µM for titrated hits. 340,000 tested, 0.6% active;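 active = first-screen hits whose inhibition reached a set limit at any dose in the follow-up dose series; inconclusive = inhibition above the set first-screen limit but never retested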;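 note: fluorescence reports GDP produced by GAP-driven GTP hydrolysis; strong numbers were not always called active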
# NTR1 agonist cell count 20 µM: recorded beside NTR1 agonist, whose call it bears; cell count; measured here: cell count, cytotoxicity flag
# * hit, by the source's call; i = inactive; ? = inconclusive; . = not tested or not shown.
SMILES,NTR1 agonist,NTR1 agonist cell count 20 µM,Yfh1-depleted yeast,NS5 inhibitors,GPR55 LPI antagonism,GPR35 antagonists,AID2073,GPR55 beta-arrestin,SV40 large T antigen,MgcRacGAP inhibition
CCCCn1c(CNC(C)=O)nc2ccccc21,3.9,67,i,-3%,7%,5%,-2%,0.8%,8%,-2%
Cc1ccc(NC(=O)CC2S/C(=N/c3nccs3)N(C)C2=O)cc1C (stereo not drawn),10,82,i,8%,-6%,2%,-2%,-0.1%,6%,5%
N=C(N)N=Nc1c(O)[nH]c2ccc(Br)cc12,-0.5,85,i,2%,-8%,-5%,-8%,0.1%,6%,12%
CS(=O)(=O)c1ccc2nc(NC(=O)CCS(=O)(=O)c3ccccc3)sc2c1,-1.3,53,.,-6%,2%,-2%,5%,-0.2%,11%,8%
C=CCn1c(-c2cc(-c3ccc(C)cc3)nc3ccccc23)n[nH]c1=S,2.5,31,i,-9%,11%,-5%,33%,0.2%,21%,-4%
CCOC(=O)c1cccc(NC(=O)C2(S(=O)(=O)c3ccc(Cl)cc3)CC2)c1,2.6,35,i,-1%,7%,-7%,3%,-0.2%,5%,-1%
C=CCn1c(COc2ccccc2)nnc1SCC(=O)N/N=C/c1cc(Cl)ccc1O,-0.7,57,i,0%,-9%,8%,-1%,0.5%,5%,11%
Cc1c(Cl)c(-c2n[nH]c(=S)n2-c2ccc(F)cc2)nn1C,-1.8,58,i,1%,34%,5%,20%,-0.1%,19%,1%
CCC(=O)Nc1ccc(-c2nc(-c3ccccc3)n(CC(=O)N3CCCCC3)n2)cc1,-0.6,40,i,1%,6%,4%,6%,0.2%,5%,10%
CC(C)(C)OC(=O)N1CC(O)CC1C(=O)OCC(=O)c1ccc(Cl)cc1 (stereo not drawn),0.9,79,i,-6%,-5%,-12%,14%,-0.2%,7%,5%
CCN(C(=O)Cn1c(=O)oc2cc(S(=O)(=O)N3CCCC3)ccc21)c1ccc(OC)cc1,-0.2,48,.,-4%,3%,-2%,12%,-0.1%,.,12%
COC(=O)C(CC(C)C)NC(=O)/C=C/c1ccc(Cl)cc1 (stereo not drawn),-1.5,93,i,.,-24%,-9%,11%,-0.2%,11%,4%
Nc1ccc2oc(CCc3ccccc3)nc2c1,-2.7,83,i,-5%,15%,11%,6%,0.0%,7%,-4%
O=C(O)C1CCN(S(=O)(=O)c2ccc3c(c2)OCCCO3)CC1,1.4,66,i,-6%,5%,-9%,-2%,-0.4%,15%,3%
O=S(c1ccc2ccccc2c1)c1cnns1 (stereo not drawn),4.3,46,?,-1%,-2%,-5%,-5%,0.0%,-2%,?

# 3 compounds from above, ordered by the value under SV40 large T antigen, smallest number first:
compound	SV40 large T antigen
O=S(c1ccc2ccccc2c1)c1cnns1 (stereo not drawn)	-2%
Nc1ccc2oc(CCc3ccccc3)nc2c1	7%
C=CCn1c(-c2cc(-c3ccc(C)cc3)nc3ccccc23)n[nH]c1=S	21%

# Later entries
SMILES,NTR1 agonist,NTR1 agonist cell count 20 µM,Yfh1-depleted yeast,NS5 inhibitors,GPR55 LPI antagonism,GPR35 antagonists,AID2073,GPR55 beta-arrestin,SV40 large T antigen,MgcRacGAP inhibition
COc1ccc(OC)c(NC(=O)Nc2cc(NC(=O)Nc3cc(OC)ccc3OC)c(C)nc2C)c1,1.3,60,i,2%,-4%,-1%,11%,-0.3%,-2%,2%
CC(=O)Oc1cc2oc(=O)cc(C)c2cc1OC(C)=O,0.9,71,i,14%,-6%,-4%,27%,0.2%,21µM*,?
O=C(NC1CC1)C1=C[C@H](c2ccc(C(F)(F)F)cc2)C[C@H](OCc2ccc(CO)cc2)O1,0.9,77,i,6%,8%,64%,-11%,-0.2%,10%,2%
CCOC(=O)C(=CNc1ccc(Oc2cncc(Cl)c2)nc1)C(=O)OCC,1.3,52,i,-2%,0%,-8%,-7%,0.2%,7%,-2%
O=C(Nc1ccc(C(=O)N2CCCC2)cc1)Nc1ccc(Cl)cc1Cl,0.7,84,i,-2%,-2%,22%,15%,-0.2%,-3%,12%
CC1(c2ccc(OC(F)F)cc2)NC(=O)N(CC(=O)Nc2cccc(S(N)(=O)=O)c2)C1=O (stereo not drawn),-0.6,54,i,-7%,12%,-2%,-9%,0.3%,8%,7%
Cc1cc(NC(=O)/C=C/c2ccco2)ccc1NC(=O)c1ccccc1,0.3,24,i,-7%,-5%,28%,8%,0.0%,17%,9%
O=C(O)c1cccnc1Sc1ccc(Br)cc1,-1.8,44,.,5%,-6%,11%,-11%,0.3%,13%,8%
CCc1nc(SCC(=O)O)c2c3c(sc2n1)COC(C)(C)C3,0.2,84,.,-3%,2%,0%,21%,-0.2%,0%,5%
CSc1ccc(/C=N/NC(=O)CN2CCN(Cc3ccccc3Cl)CC2)cc1,0.2,68,i,-5%,-9%,5%,0%,-0.2%,6%,6%
Cc1cc(NCc2ccccn2)n2nc(C)c(-c3ccccc3)c2n1,4.1,45,i,7%,7%,-12%,13%,-0.2%,3%,7%
CC(C)(C)C1CCC2(CC1)NC(CO)(CO)CO2 (stereo not drawn),1.5,38,i,1%,11%,-5%,26%,0.0%,0%,10%
O=C(Nc1cccnc1)C1CCCN(c2ncnc3c2nc2n3CCCCC2)C1 (stereo not drawn),0.5,52,.,1%,-4%,-10%,2%,0.1%,2%,2%
OC(CN1C2=NCCCN2c2ccccc21)c1ccc2c(c1)OCO2 (stereo not drawn),0.3,40,i,0%,12%,8%,11%,-0.2%,5%,10%
CCCC(=O)NC(=S)NNC(=O)c1ccc([N+](=O)[O-])cc1,1.0,52,i,-3%,-4%,-8%,8%,1.2%,24%,1%
COc1ccc(NC(=O)c2cn(C)c(=O)c3cc(OC)c(OC)cc23)cc1OC,0.6,49,.,0%,-7%,-8%,8%,0.6%,0%,15%
CCOC(=O)C1CCN(C(=O)CS(=O)Cc2nc(-c3ccc(C)cc3)oc2C)CC1 (stereo not drawn),5.1,88,i,-6%,6%,-3%,-2%,0.4%,12%,7%
S=C(NCCc1ccccc1)Nc1cnc2ccccc2c1,0.9,55,i,-5%,-8%,15%,1%,-0.2%,15%,10%
O=C(NCC(=O)N1CCN(Cc2ccccc2)CC1)c1ccc(Cl)cc1,0.1,69,.,1%,8%,6%,13%,-0.1%,10%,8%
Cc1ccccc1NC(NC(=O)OCCn1c([N+](=O)[O-])cnc1C)C(Cl)(Cl)Cl (stereo not drawn),1.3,48,i,-6%,-5%,-4%,-6%,-0.1%,-2%,-1%
O=c1c2ccccc2oc2nc(-c3cccs3)n(CCc3ccccc3)c(=O)c12,2.5,65,i,.,4%,31%,-2%,0.9%,21%,.
CCOC(=O)C1Nc2ccccc2C2c3ccccc3CC12 (stereo not drawn),4.0,55,i,?,.,.,.,.,6%,-6%
CC1Cc2ccccc2N1C(=O)CN1CCc2ccccc2C1 (stereo not drawn),-1.4,35,i,-2%,-7%,5%,4%,0.1%,14%,18%
CNS(=O)(=O)c1cc(OC)c(OC)cc1CC(=O)OC,0.4,34,i,-10%,2%,2%,4%,-0.4%,3%,9%
CN(C)CCCn1cnc2c1c(=O)[nH]c(=O)n2Cc1ccccc1,-0.8,78,.,-7%,1%,-9%,-8%,0.0%,9%,7%
Cc1ccc(S(=O)(=O)NCC(=O)NCC(=O)OCC(=O)NC(=O)NC(C)(C)C)cc1C,-0.2,43,i,-13%,16%,4%,0%,-0.4%,13%,3%
Cn1cccc1CC(=O)N/N=C/C=C/c1ccccc1,0.1,55,i,-5%,5%,11%,0%,-0.2%,10%,-8%
Cc1cc(C)cc(NC(=O)CSc2nc3[nH]c(=O)cc(O)c3s2)c1,-2.0,58,.,-5%,20%,6%,4%,0.5%,5%,9%
Cc1cccc2c1N(CCOc1ccc(C(C)(C)C)cc1)C(=O)C2=O,12,56,i,5%,-11%,1%,6%,0.2%,7%,7%
CC(C)(C)c1ccc(C2CC2C(=O)N/N=C\c2cc3ccccc3nc2Cl)cc1 (stereo not drawn),5.1,74,i,-4%,7%,23%,14%,0.0%,-2%,7%
CC(=O)C1=C(O)C(=O)N(c2nccs2)C1c1ccc(F)cc1 (stereo not drawn),0.3,88,i,5%,18%,-9%,-5%,0.6%,20%,-3%
Cc1nc2ccc([N+](=O)[O-])cc2nc1C,-1.7,59,i,-5%,-6%,-9%,6%,-0.1%,-6%,1%
C/C(=N/NC(=O)CNC(=O)c1ccccn1)c1cccc([N+](=O)[O-])c1,0.5,61,i,.,12%,-8%,-11%,0.2%,2%,5%
O=C(Nc1ccc(CN2CCCCC2)cc1)c1sc2ccccc2c1Cl,2.0,73,i,-8%,6%,-9%,8%,0.7%,9%,8%
CCc1nc(NCC2CCCO2)c(C#N)c2c1COC(C)(C)C2 (stereo not drawn),-2.6,106,i,-2%,-7%,5%,3%,-0.2%,-6%,2%
Cc1cccc(-n2cc[nH]c2=S)c1,0.4,66,i,-7%,1%,-4%,-6%,0.2%,2%,11%
CCCCC(=O)C1CCN(Cc2ccccc2)CC1,0.5,66,i,-8%,7%,5%,-8%,-0.3%,-2%,6%
C[C@@H](c1ncncc1F)[C@](O)(Cn1cncn1)c1ccc(F)cc1F,.,.,i,.,-11%,-7%,2%,0.3%,-2%,.
COC(=O)Cc1[nH]nc2c1C1(CCSCC1)C(C#N)=C(N)O2,-0.3,41,i,-1%,10%,18%,-5%,-0.2%,36%,6%
COc1ccc(N(CC(=O)O)S(=O)(=O)c2ccccc2[N+](=O)[O-])c(OC)c1,-0.7,50,i,-11%,2%,10%,-17%,0.2%,4%,5%
CCN(CC)CCC(=O)N1c2ccccc2CCc2ccc(NC(=O)OC)cc21,0.9,61,.,0%,2%,3%,-1%,-0.3%,6%,1%
COC(=O)[C@@H]1C(c2ccccc2)(c2ccccc2)[C@@]1(C)C(=O)OC,0.8,34,.,1%,7%,8%,-5%,-0.3%,32%,6%
COc1cccc(C(c2c(C)[nH]n(-c3ccccc3)c2=O)c2c(C)[nH]n(-c3ccccc3)c2=O)c1O,4.6,52,.,39µM*,.,.,.,.,28%,31%
O=C(NCc1ccccc1)C(C(=O)c1ccc(F)cc1)n1ccccc1=O (stereo not drawn),-0.6,84,i,-10%,10%,-7%,20%,-0.1%,18%,0%
